Assay outcomes from PubChem BioAssay.
hcGAS inh: inhibitors of human cGAS; inhibition, % at 12.5 µM; AID 1259398; hit rate 0.081% among 290,000; Q8N884; recombinant h-cGAS, ATP depletion, Kinase-Glo luminescence;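 note: 0% = vehicle reaction and 100% = reaction without DNA for no activity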
Target sequence (Q8N884 whole entry, looked up): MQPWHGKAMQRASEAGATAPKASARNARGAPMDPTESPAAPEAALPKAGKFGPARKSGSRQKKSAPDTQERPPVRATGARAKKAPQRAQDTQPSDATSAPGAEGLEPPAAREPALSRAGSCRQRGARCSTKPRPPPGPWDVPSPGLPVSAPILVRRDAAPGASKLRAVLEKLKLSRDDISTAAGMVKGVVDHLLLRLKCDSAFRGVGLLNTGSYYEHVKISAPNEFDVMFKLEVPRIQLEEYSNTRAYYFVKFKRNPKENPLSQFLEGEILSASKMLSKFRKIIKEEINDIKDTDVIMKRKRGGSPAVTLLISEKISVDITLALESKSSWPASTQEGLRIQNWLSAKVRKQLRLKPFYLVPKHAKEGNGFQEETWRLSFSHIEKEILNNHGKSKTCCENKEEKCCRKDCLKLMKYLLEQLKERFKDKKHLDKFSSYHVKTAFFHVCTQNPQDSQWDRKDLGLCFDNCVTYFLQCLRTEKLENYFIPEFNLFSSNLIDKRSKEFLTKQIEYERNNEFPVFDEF
NPYLR7 ag: mosquito NPYLR7 agonism. HEK293T NPYLR7/Galpha15, GCaMP6s calcium fluorescence. activation, % at 10 µM. hit rate 0.15% among 270,000. AID 1259423; in the data active = activation above about 40%;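 note: 0% = vehicle and 100% = reference agonist at the receptor; some compounds past the cut are filed as inactive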
mcGAS inh: mouse cGAS inhibition by luminescence; hit rate 0.15% among 160,000; Q8C6L5; recombinant cGAS, Kinase-Glo ATP depletion luminescence; inhibition, % at 12.5 µM;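 note: 0% = negative control wells and 100% = reference inhibitor with no enzyme activity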
Active calls of the source: *; x = not tested or not shown; & = joins results of further samples. Cut-off read from the data, not from the text of the source, unless noted: active = inhibition above about 40%; inactive = the rest. The order is random, and some 0.26% of all compounds hit somewhere here.

A first look (2 entries):
The line under a structure holds: hcGAS inh	NPYLR7 ag	mcGAS inh
Cc1ccc2c(c1)CN(Cc1cn[nH]c1-c1ccc(F)cc1)CC(C)O2 (stereo not drawn)
 : -3.0	5.8	-8.7
Nc1nc(SCC(=O)Nc2ccc(Cl)cc2)[nH]c(=O)c1NC(=O)c1ccc(C(F)(F)F)cc1
 : -4.7	2.3	-7.1

The list itself, repeating the preview:
The line under a structure holds: hcGAS inh	NPYLR7 ag	mcGAS inh
Cc1ccc2c(c1)CN(Cc1cn[nH]c1-c1ccc(F)cc1)CC(C)O2 (stereo not drawn)
 : -3.0	5.8	-8.7
Nc1nc(SCC(=O)Nc2ccc(Cl)cc2)[nH]c(=O)c1NC(=O)c1ccc(C(F)(F)F)cc1
 : -4.7	2.3	-7.1
O=S(=O)(c1cn[nH]c1)N1CCc2[nH]c3ccc(F)cc3c2C1
 : -4.1	2.7	x
CCOC(=O)C1(CC2CCCCO2)CCN(C(=O)Nc2cc(Cl)ccc2OC)CC1 (stereo not drawn)
 : -9.1	2.8	x
COc1ccccc1OCC1CN(C(=O)Cc2ccc(OC)c(OC)c2OC)CCO1 (stereo not drawn)
 : -4.7	24.2	x
Cc1nc2ccc(C(=O)N3CCCC(CNC(=O)c4ccc(F)cc4)C3)cc2nc1C (stereo not drawn)
 : -1.7&-3.1	4.6&11.0	-4.4
NC(=O)Cn1c(CO)cnc1SCCc1ccccc1
 : -1.6	-0.8	x
CCC(c1nc2ccccc2c(=O)n1-c1ccc(OC)cc1)N(Cc1ccccc1)C(=O)c1cc(C(F)(F)F)cc(C(F)(F)F)c1 (stereo not drawn)
 : -12.4	-0.9	-5.7
CCn1nc(C)cc1-c1nn2c(C3CC3)nnc2s1
 : -8.1	1.3	-5.3
CCN(CC)c1ccc(/C=N\NC(=O)CSc2nnc(-c3ccc(Cl)cc3)n2-c2ccccc2)c(O)c1
 : -5.7	6.7	-4.5
C#CCN(C)Cc1ccccc1
 : -2.8&-5.6&11.3	-4.6&-0.9&1.4	-4.8&-2.4
COC(=O)C1=C(C)NC(C)=C(C(=O)OC)C1C(=O)OCC(C)=O
 : -3.8	9.4	x
COc1cc(CN2CCN(Cc3ccsc3)C(CCO)C2)cc(OC)c1 (stereo not drawn)
 : -10.8	-2.2	-11.5
CC12CC(c3ccccc3O1)C(S(=O)(=O)c1ccc(Br)cc1)C(=O)N2 (stereo not drawn)
 : -10.1	9.4	-8.0
COC(=O)[C@H]1C[C@@H](O)CCN1CC1CCOCC1
 : -4.7	-3.1	-15.5
COc1ccc(NC(=O)CNS(=O)(=O)c2cnn(C)c2)cc1Cl
 : -6.9	7.4	x
O=C(c1ccccc1F)N(Cc1ccco1)Cc1nccn1Cc1cccc(Cl)c1
 : -4.9	-3.4	-5.8
CN(Cc1cc(Cl)cc2c1OCOC2)c1c(N)n(Cc2ccccc2)c(=O)[nH]c1=O
 : -3.8	1.1	-12.5
COc1cccc(-c2nc3ccccn3c2NC(=O)c2cc(C(F)(F)F)cc(C(F)(F)F)c2)c1
 : -6.8	-14.3	-6.8
CN(C)c1ccc(/C=C2\N=C(c3ccc([N+](=O)[O-])cc3)OC2=O)cc1
 : -5.3	2.3	-5.8
Cc1ncc(CC(=O)NC(C)c2ccc3c(c2)CCCC3)c(=O)[nH]1 (stereo not drawn)
 : -6.5	-8.4	x
COc1cccc(-c2[nH]cnc2-c2ccccc2)c1OCCN(C)C
 : -5.4	13.8	x
CC1(C)CC(c2nccn2CC2CCN(C3CCCC3)CC2)CCO1 (stereo not drawn)
 : -12.5	6.3	-14.9
CCCCCC(=O)Nc1nnc(SCC(=O)c2ccc(Cl)c(C)c2)s1
 : -9.6	-2.5	-8.5
O=C(N[C@H]1COC[C@@H]1N1CCCC1)c1ccccc1N1CCOCC1
 : -6.2	-5.7	-11.8
O=S1(=O)NC(=NCCCCOc2ccccc2)c2ccccc21
 : -15.4	6.3	x
O=C1CCCCC1N(C(=O)CCn1cnnn1)c1ccccc1 (stereo not drawn)
 : -0.6	-5.8	x
CN(C)CCN(Cc1ccccc1)C(=O)CCCSc1nnc(-c2ccccc2Cl)n1-c1ccccc1
 : -5.8	x	-6.2
Cc1ccc(-c2cc3c(=O)n(CC(=O)Nc4cc(F)ccc4C)ccn3n2)cc1
 : -6.8	4.8	-5.7
COCC(=O)NC(C)C1c2cc(OC)c(OC)cc2CCN1Cc1cccc(C)c1 (stereo not drawn)
 : -4.5	2.8	-5.2
O=C(Nc1ccccc1)C(C1CCCC1)N1CCN(C(=O)c2ccc(Cl)cc2Cl)CC1 (stereo not drawn)
 : 1.2	-7.5	-3.0
CCCC(=O)N1N=C(c2ccco2)CC1c1cc2cccc(C)c2nc1Cl (stereo not drawn)
 : -6.7	19.5	x
CC(C)c1ccc(NC(=O)Cn2nc(-c3cccs3)c3sc(N4CCCC4)nc3c2=O)cc1
 : -10.3	-1.8	-8.9
COC(=O)c1ccc(COC(CN2CCN(C(=O)Nc3cc(F)ccc3F)CC2)c2ccc(Cl)cc2)cc1 (stereo not drawn)
 : -3.7	-4.1	-4.8
OC(COc1ccc(Cl)cc1CN1CCCC1)CN1CCCCCC1 (stereo not drawn)
 : -4.6	2.8	x
Cc1ccoc1C(=O)N1CCCn2nc(C(=O)Nc3ccccc3)cc2C1
 : -2.1	2.0	x
CN1C(=O)C(=Cc2ccccc2OCc2ccccc2)C(=O)N(C)C1=O
 : 1.8	-6.5	-0.4
CCc1cc2cc(C(=O)Nc3ccc(C)cc3)sc2s1
 : -4.4	5.3	x
Cn1cc(CNCCCn2nnc3ccccc32)c(-c2ccccc2F)n1
 : -9.6	11.2	-10.1
O=C(CN1C(=O)c2ccccc2C1=O)NCCCN1CCOCC1
 : -4.5	-8.5	-3.0
COc1cccc(C(=O)Nc2nnc(SCc3cc(F)ccc3F)s2)c1
 : 2.3	-1.5	-0.1
CCOC(=O)C1CCN(c2nc3c(-c4cccc(C(F)(F)F)c4)nnn3c3ccccc23)CC1
 : -6.1	0.4	-0.9
CN(CC12CC3CC(CC(C3)C1)C2)C1CCC(=O)N(Cc2ccccc2F)CC1 (stereo not drawn)
 : -10.2	2.0	x
S=c1n(CN2CCOCC2)nc(-c2cccs2)n1-c1ccccc1
 : -0.6	3.5	-6.5
C=CCNc1ccc(S(C)(=O)=O)cc1[N+](=O)[O-]
 : -2.3	-0.5	x
CCC(=O)C1=C(c2ccc(Cl)cc2)N(C(=O)CC)n2cnnc2S1
 : -11.9	2.8	x
Cc1cc(C)c(C)c(OCCCNC(=O)c2scnc2C)c1
 : -3.5	13.9	x
CCCn1c(=S)[nH]c2sc3c(c2c1=O)CCC3
 : -2.9	12.1	-3.9
COC(=O)c1cc(NC(=O)c2ccoc2C)cc(C(=O)OC)c1
 : -4.2	-0.3	-7.6
CCCNC(=O)c1sc2nc(Cc3ccccc3)[nH]c(=O)c2c1C
 : -7.8	5.6	x
O=C(NC(c1ccc(Cl)cc1)c1cccnc1)C1CCN(Cc2ccc(Cl)cc2)CC1 (stereo not drawn)
 : -4.6	8.3	-1.4
CCOC(=O)c1cc(C(C)C)sc1NC(=O)C(C)Oc1ccccc1 (stereo not drawn)
 : -10.6	13.8	-4.8
CC(C)CNC(=O)c1cccc(CN2CCc3cncnc3C2)c1
 : -8.5	3.2	-5.8
Cc1cn2c3c(=O)n(Cc4ccccc4F)c(=O)n(C)c3nc2n1CCCO
 : -0.9	-1.8	x
CCCn1c(O)cc(=O)[nH]c1=S
 : 1.1	-9.1	x
CC(Oc1ccc(F)cc1F)C(=O)N1CC(c2cccnc2)C1 (stereo not drawn)
 : -8.8	17.1	x
Cn1cc(OCc2ccc(F)cc2)c(=O)cc1C(=O)NCc1ccc(F)cc1
 : -12.5	3.3	x
CSc1ccc(CN(Cc2ccco2)C(=O)c2c(F)ccc(C)c2Cl)cc1
 : -3.5	-8.6	x
COc1cc(CN2CCn3nc(C(=O)NCC4CCCO4)cc3C2=O)cc(OC)c1 (stereo not drawn)
 : -1.5	12.7	-5.5
Cc1ccccc1N1CCN(C(=O)CCN2CCCO2)C(C)C1 (stereo not drawn)
 : -6.5	17.1	-9.4

(continued)
The line under a structure holds: hcGAS inh	NPYLR7 ag	mcGAS inh
Cc1cc(NC(=O)C2c3ccccc3Oc3ccccc32)n(-c2nc3c(c(=O)[nH]2)CCC3)n1
 : -8.4	8.3	-8.4
CCC(C)C(NC(=O)Nc1cccc(C)c1C)C(=O)Nc1nnc(-c2ccc(N(C)C)cc2)s1 (stereo not drawn)
 : -16.7	-4.8	-5.8
Cc1cc(NC(=O)N2CCC(c3ccccc3)CC2)no1
 : 6.0	-4.2	x
CCOC(=O)C1(CCCc2ccccc2)CCN(C(=O)C2CCCCN2C)CC1 (stereo not drawn)
 : -8.7	4.5	x
COc1ccc(-c2nc(SC3CCCC3)c3c(=O)n(C)c(=O)n(C)c3n2)cc1OC
 : -3.0	-3.0	-6.8
COCCN=c1scc(-c2ccc(Br)cc2)n1N=Cc1ccc2c(c1)OCO2
 : -2.5	-2.5	x
COc1ccccc1NC(=O)Cn1nc(-c2ccc(C)cc2)c2sc(C)nc2c1=O
 : 10.7	0.0	-1.9
CCOc1ccc(-c2ccc3nnc(SCC(=O)N4CCCC4)n3n2)cc1
 : -2.5	-11.8	-5.6
OC(CN1CCN(c2cccc(Cl)c2)CC1)C(c1ccccc1)c1ccccc1 (stereo not drawn)
 : -4.9	7.1	-3.1
OCC1(Cc2ccccc2)CCCN(Cc2ccc(Oc3ncccn3)cc2)C1 (stereo not drawn)
 : -6.4&-9.9	26.3	x
COc1ccc(N2CCN(C(=O)C3CCCCC3C(=O)NCc3ccccn3)CC2)cc1 (stereo not drawn)
 : -9.9	-7.6	-4.4
CC(NC(=O)C1CC1c1ccc(C(F)(F)F)cc1)C1CC1 (stereo not drawn)
 : -6.8	8.3	x
COc1cccc2sc(N3CCN(C(=O)C4=COCCO4)CC3)nc12
 : -6.8	-2.4	-10.0
Cc1sc2ncnc(NCCC(C)n3ccnc3)c2c1C (stereo not drawn)
 : -8.7	26.5	-6.9
N#C/C(=C\c1ccc(Cl)c([N+](=O)[O-])c1)c1nn(CCO)c(N)c1C#N
 : -6.2	-0.4	x
CC1CC(C)N(C(=O)Cn2c3ccccc3c(=O)c3ccccc32)C1 (stereo not drawn)
 : -7.4	-0.8	-11.8
Cc1nc(SCC(=O)NCCc2cccs2)n(CC2CCCO2)c1C (stereo not drawn)
 : -13.1	0.3	x
Cc1nn(CC(O)c2ccc(Cl)cc2)c(=O)c(C#N)c1C (stereo not drawn)
 : -7.9	-1.7	x
CCOCCOC(=NC1CCCc2ccccc21)NC(=O)c1ccc2c(c1)OCO2 (stereo not drawn)
 : -10.0	-5.8	-6.2
O=C(CN1CN(c2ccccc2)C2(CCN(C(=O)/C=C/c3ccccc3)CC2)C1=O)NCC1CCCO1 (stereo not drawn)
 : -4.8	x	-4.8

Part of the list above, showing only mcGAS inh and NPYLR7 ag.
Compound	mcGAS inh	NPYLR7 ag
COc1cccc2sc(N3CCN(C(=O)C4=COCCO4)CC3)nc12	-10.0	-2.4
Cc1sc2ncnc(NCCC(C)n3ccnc3)c2c1C (stereo not drawn)	-6.9	26.5
N#C/C(=C\c1ccc(Cl)c([N+](=O)[O-])c1)c1nn(CCO)c(N)c1C#N	x	-0.4

More results.
The line under a structure holds: hcGAS inh	NPYLR7 ag	mcGAS inh
O=C(Cc1cc(C(F)(F)F)cc(C(F)(F)F)c1)N1CC[C@H](CO)[C@H](O)C1
 : -9.0	18.8	x
CCCOC(=O)C1=C(C)NC2=C(C(=O)CC(c3ccccc3)C2)C1c1cc(Cl)c(O)c(OC)c1 (stereo not drawn)
 : -4.9	-9.0	-5.5
COCCCNC(=O)c1cnn2c(-c3cccc(Cl)c3)ccnc12
 : -2.6	x	-4.5
COc1ccccc1C(=O)N[C@H]1C[C@@H](C(=O)NCc2ccoc2)N(C)C1
 : -5.2	9.7	-10.5
CCCN1CC(=Cc2ccsc2)C(=O)C(=Cc2ccsc2)C1
 : -4.1	-17.7	x
CCC(C)NC(=O)C1CCN(c2nc(C)c3ccc(S(C)(=O)=O)cc3n2)CC1 (stereo not drawn)
 : -4.5	4.8	x
O=c1ccn(CCOc2cc(Cl)cc(Cl)c2)c(Cl)c1
 : -5.0	5.3	x
Cc1c(C(=O)NCc2cccs2)sc(=O)n1Cc1ccc(F)cc1
 : 2.2	9.2	x
CCOC(=O)c1cn[nH]c1S(=O)(=O)NCc1cccs1
 : -4.0	-3.1	-9.3
Cc1ccc(CNc2nc(Cl)nc(N)c2[N+](=O)[O-])cc1
 : -5.5	-2.8	-4.9
O=C(CN1CCSC1=O)NCCc1cc(Cl)c2c(c1)OCCO2
 : -6.7	1.2	x
Cc1csc(SCC(=O)Nc2cc(C)on2)n1
 : 1.4	-1.2	x
CN(C)CCn1c2c(c(SCC(=O)Nc3cc(C(F)(F)F)ccc3Cl)nc1=O)CCCC2
 : -10.5	-2.0	-8.3
O=C1NCCCC1Nc1nc(-c2ccccc2)nc2ccccc12 (stereo not drawn)
 : 4.1	-0.2	-3.1
CCOCCn1nc(C)cc1C(=O)N1CCOC(c2ccc(F)cc2)C1 (stereo not drawn)
 : -4.6	0.3	x
Cc1ccsc1C(=O)N1CCCC1(C)C(=O)NCC(C)C (stereo not drawn)
 : -16.9	6.4	-8.1
CN1CCc2c(NC(=O)NCc3ccccc3)cccc21
 : -7.5	-0.7	x
CN1[C@H]2CC[C@@H]1CN(C(=O)NCCc1ccccc1)CC2
 : -5.2	27.2	x
CN=c1c([N+](=O)[O-])nn(-c2ccccc2)n1O
 : -4.5	-8.3	x
C[C@H](C(=O)NCCOc1ccccc1)N1Cc2ccc(-c3cccnc3)nc2C1=O
 : -7.2	4.5	-5.6
Fc1ccc(-c2noc(N3CCOCC3)c2CNCc2ccco2)cc1
 : -0.8	11.7	x
